# NOD1 NF-kB reporter – inhibition of NOD1-driven NF-kB reporter – cell-based, luminescence, uHTS, primary screen (AID 1578) | NOD1-driven NF-kB luciferase reporter cells, luminescence; higher % means a stronger effect | inhibition, % at 4 µM; hits with a dose series show EC50 in µM | hit rate 1% among 290,000; in the data active means inhibition mostly above about 36%, no sharp cut-off; inactive means mostly below about 34%;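 further: HEK-293T reporter cells stimulated with the NOD1 agonist gamma-tri-DAP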
# T cell modulator – T cell immune modulators affecting CD8 T cell-vesicle binding; calls only at 7 µM; 2C CD8+ T cell-vesicle binding, flow cytometry; stronger effect = lower value; AID 2052; hit rate 0.068% among 330,000;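 active means response, share of CD8 T cells binding vesicles, and their 90th percentile fluorescence all below set limits, cut at about 80% in these data, passing the limit was not always enough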
#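 incubation = binding step 1.5 h, 37 °C, antibody labelling 20 min, ice | test system = 2C mouse CD8+ T cells | read-out basis = percent CD8+ FL2 mean versus row control | controls = Peptide-free naked vesicles (low) and QL9 vesicles with 0.7% DMSO vehicle (high) | detection = flow cytometry of vesicle-bound cells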
# GPR55 activation – GPR55 agonists via beta-arrestin recruitment, primary screen, imaging, U2OS cells, beta-arrestin-GFP redistribution (AID 1961) | U2OS GPR55 beta-arrestin-GFP redistribution imaging; higher % means a stronger effect | activation, % at 10 µM, or EC50 in µM where a hit was titrated | hit rate 0.048% among 290,000;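 active means activation above 40% with more than 50 cells counted in the well; inconclusive means wells holding fewer than 50 cells, flagged as toxic or sparse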;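 further: U2OS osteosarcoma cells stably expressing GPR55 and beta-arrestin-GFP; plate controls were DMSO negative control for no effect and LPI positive control for full effect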
# Myeloid diff 2 – promotes myeloid progenitor differentiation; calls only at 10 µM; ER-HoxA9 myeloid progenitors, lysozyme-GFP differentiation, flow cytometry; hit rate 1% among 360,000;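 active means normalized GFP-positive differentiation at or above the plate's own cutoff, the solvent-only control mean plus 3 SD; inconclusive means no clear call, values can overlap the other calls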;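 further: cells exposed to compound for four days before flow analysis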
# KOR beta-arrestin-1 – KOR antagonists, beta-arrestin recruitment, cell-based, luminescence, uHTS (AID 1778); hit rate 0.091% among 290,000; one-dose inhibition, % at 10 µM; IC50 in µM for titrated hits; KOR beta-arrestin recruitment, luminescence, antagonist mode; higher % means a stronger effect; further: strong numbers were not always called active
# KOR beta-arrestin-2 – kappa opioid receptor activators – cell-based, luminescence, uHTS, primary screen (AID 1777); KOR beta-arrestin recruitment, luminescence; higher % means a stronger effect; one-dose activation, % at 10 µM; EC50 in µM for titrated hits; hit rate 0.02% among 280,000; in the data active means activation above about 50%, passing the limit was not always enough; further: a part of the inactive calls stands beside numbers as strong as those of hits
# GPR55 LPI antagonism – inhibition of LPI-stimulated GPR55 beta-arrestin translocation – imaging, U2OS, beta-arrestin-GFP, LPI agonist, primary screen (AID 2013) | U2OS GPR55 beta-arrestin-GFP translocation imaging, LPI antagonism; higher % means a stronger effect | one-dose inhibition, % at 10 µM; IC50 in µM for titrated hits | hit rate 0.13% among 290,000;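 active means spots per cell inhibited over 60%, with over 100 cells counted and total cytoplasm intensity under 500,000; inconclusive means wells with under 100 cells, flagged as likely toxic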;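 further: U2OS cells stably carrying GPR55 and arrestin-GFP stimulated by 5 µM LPI near EC80; imaged beta-arrestin-GFP aggregate spots per cell after agonist stimulation; plate controls were LPI-stimulated DMSO wells for no effect and DMSO wells without LPI for full effect; some results filed as inactive read as strong as hits; confirmed hits need IC50 under 10 µM and bright autofluorescent wells are also inconclusive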
# HEK293 NOD2/NF-kB – NOD2 signaling inhibitors, cell-based, luminescence, uHTS, HEK293 (AID 1566) | HEK293 NOD2/NF-kB luciferase reporter, luminescence; higher % means a stronger effect | inhibition, % at 4 µM, or EC50 in µM where a hit was titrated | hit rate 0.63% among 290,000; further: many of its hits are not listed in these tables
# NTR1 agonist – NTR1-driven beta-arrestin-GFP spot formation – imaging, U2OS cells, high content, primary screen (AID 493036); P30989; agonist mode; activation, % at 20 µM; hit rate 0.17% among 330,000;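 active means activation at or above 40% of the spot to cytoplasm intensity ratio, with at least 20 cells analyzed; inconclusive means wells under 20 cells, flagged as cytotoxic or low count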;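 further: 0% = DMSO without peptide and 100% = 100 nM NTR1 peptide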
# Target sequence (P30989 whole entry, looked up): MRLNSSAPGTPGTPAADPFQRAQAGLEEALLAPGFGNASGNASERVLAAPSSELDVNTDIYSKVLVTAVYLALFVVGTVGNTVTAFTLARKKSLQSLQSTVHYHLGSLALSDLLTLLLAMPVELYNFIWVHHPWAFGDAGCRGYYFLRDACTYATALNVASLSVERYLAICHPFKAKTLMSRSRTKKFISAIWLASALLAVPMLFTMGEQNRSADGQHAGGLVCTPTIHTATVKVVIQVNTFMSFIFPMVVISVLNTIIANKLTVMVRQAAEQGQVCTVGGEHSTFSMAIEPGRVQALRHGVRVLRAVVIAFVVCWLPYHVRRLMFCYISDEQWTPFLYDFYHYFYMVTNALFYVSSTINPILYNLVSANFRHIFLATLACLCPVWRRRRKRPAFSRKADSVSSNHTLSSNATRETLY
# T cell modulator vesicle-bound % – recorded beside T cell modulator, whose call it bears; double positive events, %; measured here: CD8+ vesicle-bound cell fraction;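 binding gate set so that unloaded-vesicle control wells show 10% double positive cells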
# NTR1 agonist cell count 20 µM – second read-out of NTR1 agonist, no call of its own (marks repeat the call); cell count; measured here: cell count, cytotoxicity flag
# Myeloid diff 2 GFP+ MAC1+ % – further read-out of Myeloid diff 2, marked with its call; GFP+ MAC1+ double positive, %; measured here: differentiation confirmed by MAC1 staining
# Starred values were filed as active, the others as inactive; i = inactive; u = inconclusive; x = no result given; + = active, no number; [ ] = remark or other dose. Unless noted, no stated cut-off is given here; in the data, active means inhibition above about 50%; inactive means the rest. The list is partial (hit frequency here may not be typical).
SMILES,NOD1 NF-kB reporter,T cell modulator,T cell modulator vesicle-bound %,GPR55 activation,Myeloid diff 2,Myeloid diff 2 GFP+ MAC1+ %,KOR beta-arrestin-1,KOR beta-arrestin-2,GPR55 LPI antagonism,HEK293 NOD2/NF-kB,NTR1 agonist,NTR1 agonist cell count 20 µM
N#CC(c1ccccc1)c1ccc(C(=O)c2ccc(F)cc2)cc1 (stereo unspecified),28%,i,58,-0.1%,i,1.5,14%,-0.8%,1%,15%,3.7,33
Cc1ccc(C(=O)Cn2nnc(-c3ccccc3-n3cnnn3)n2)cc1,-3%,i,9,-0.1%,i,6.5,13%,-2.8%,24%,-9%,-0.6,42
CCCc1ccc(-c2cc(C(=O)NC3=NCCS3)c3ccccc3n2)cc1,-30%,i,35,-0.3%,i,0.9,-20%,-0.6%,16%,-94%,3.7,54
O=C(Nc1ccccc1Cl)Oc1ccc2ccccc2c1,-5%,i,49,0.0%,x,x,6%,2.5%,9%,3%,-0.8,85
Cc1cccc(C)c1OCC(=O)NNC(=S)NC(=O)C1CC1,-13%,i,14,0.0%,i,1.9,32%,-2.7%,12%,23%,-1.0,55
Cc1c(C(=O)Nc2ccccc2F)sc2nc3n(c(=O)c12)CCC3,-50%,i,39,-0.2%,i,2.9,-47%,1.9%,13%,-33%,-0.5,73
COc1ccc(C(=O)NCCNc2ccc([N+](=O)[O-])cc2)cc1OC,6%,i,69,0.2%,i,0.2,-35%[20 µM],-2.8%,2%,9%,-0.6,63
CCN=c1scc(-c2cccs2)n1/N=C/c1cc(OC)ccc1O,33%,i,43,0.2%,i,0.8,-13%,-0.2%,13%,-2%,x,x
COc1ccc(S(=O)(=O)N2CCCCCC2)cc1C(=O)OCc1c(C)noc1C,3%,i,42,-0.2%,i,0.8,4%,-3.1%,-1%,0%,-2.5,65
COc1cc(CNn2c(C)n[nH]c2=S)cc(Br)c1OCc1ccc(F)cc1,-21%,i,40,-0.5%,i,0.4,-213%,1.2%,8%,5%,2.1,57
CCc1ccccc1N(CC)C(=O)c1cn(CC)c(=O)c2cc(OC)c(OC)cc12,-4%,i,50,-0.1%,i,0.8,-8%,1.7%,-7%,9%,-2.9,61
COc1ccc(/C=C/C(=O)c2ccc(Cl)s2)cc1O,-46%,i,24,-0.1%,i,2.7,5%,-6.0%,5%,5%,28,84
CN1CCN(C(=O)c2ccc(CN3CCOCC3)cc2)CC1,0%,i,31,-0.3%,i,1.4,-51%,12%,-8%,-10%,0.3,73
COC(=O)c1sc2ncn(CC(=O)NCCc3ccc(OC)c(OC)c3)c(=O)c2c1C,-26%,i,52,-0.2%,i,0.7,-6%,8.7%,16%,7%,1.6,78
COc1ccccc1OCCCC(=O)Nc1ccc2c(c1)OCCO2,-43%,i,7,-0.1%,u,x,5%,-5.4%,u,-11%,-0.8,61
O=c1[nH]ncc2c3ccccc3n(Cc3cccc(Cl)c3)c12,31%,i,17,-0.3%,i,0.8,-24%,-7.5%,2%,24%,2.9,56
O=C(O)CCC(=O)Nc1ccc(Sc2ccc([N+](=O)[O-])cc2)cc1,-16%,i,42,0.2%,i,0.3,4%,0.7%,6%,-2%,-0.2,70
Cc1cc(C)c2nc(C(F)(F)F)nc(NCCCN3CCOCC3)c2c1,11%,i,23,0.9%,i,0.4,-6%,-2.1%,-6%,21%,6.2,78
CN1CCCN(C(=O)c2ccc(Cl)cc2)CC1,10%,i,54,-0.1%,i,0.3,-10%,-3.6%,-8%,7%,1.0,48
CC(C)c1nc2ccc(NC(=O)C3CCCCC3)cc2[nH]1,-32%,i,40,-0.3%,i,0.3,3%,-4.3%,-8%,11%,0.6,54
O=C(NCCCN1CCCC1=O)[C@H](CSCc1ccccc1)N1Cc2ccccc2C1=O,2%,i,22,-0.3%,i,0.3,-2%,0.2%,12%,23%,-0.7,55
CCCCc1ccc(NC(=S)NN2CCOCC2)cc1,-8%,i,38,-0.1%,i,1.2,-28%,1.2%,0%,-50%,-0.3,53
CCC1CCCCN1CCCNC(=O)c1cn(CC)c2ccc(S(=O)(=O)N(C)C3CCCCC3)cc2c1=O (stereo unspecified),13%,i,55,-0.1%,i,1.4,7%,1.7%,10%,22%,-0.7,62
CCOc1ccc(S(=O)(=O)Nc2ccccc2C(=O)Nc2ccccc2N2CCOCC2)cc1,-10%,i,16,-0.2%,i,4.9,3%,0.3%,8%,-18%,2.3,51
Cc1sc2ncn(CC(=O)NCCCC(=O)Nc3ccc(C(C)C)cc3)c(=O)c2c1C,18%,i,28,-0.3%,i,0.7,-4%,-3.1%,-14%,11%,0.0,65
CC(C)NC(=O)C1CCN(Cc2cnn(-c3ccccc3)c2-n2cccc2)CC1,-23%,i,39,-0.1%,i,0.5,-7%,-0.7%,14%,7%,-1.1,37
COC(=O)c1scc(C)c1NS(=O)(=O)c1ccc(NC(C)=O)cc1,1%,i,2,0.0%,i,0.6,26%,-1.6%,22%,-2%,0.1,51
Cc1ccc(S(=O)(=O)N2CCC(N3CCC(C)CC3)CC2)cc1,-25%,i,38,0.0%,i,0.4,27%,-3.1%,8%,-31%,0.1,63
O=C(Nc1ccc(N2CCN(C(=O)c3ccccc3)CC2)cc1)c1cccnc1,-4%,i,10,0.3%,i,0.7,-41%,4.8%,-12%,-24%,-1.3,50
CN1CCN(S(=O)(=O)c2ccc(C(=O)Nc3ccccc3)cc2)CC1,3%,x,x,0.2%,i,5.6,-55%,0.2%,7%,3%,-0.2,62

# Ordered by number of heavy atoms (highest first): 8 of the compounds above
SMILES,NOD1 NF-kB reporter,T cell modulator,T cell modulator vesicle-bound %,GPR55 activation,Myeloid diff 2,Myeloid diff 2 GFP+ MAC1+ %,KOR beta-arrestin-1,KOR beta-arrestin-2,GPR55 LPI antagonism,HEK293 NOD2/NF-kB,NTR1 agonist,NTR1 agonist cell count 20 µM
CCC1CCCCN1CCCNC(=O)c1cn(CC)c2ccc(S(=O)(=O)N(C)C3CCCCC3)cc2c1=O (stereo unspecified),13%,i,55,-0.1%,i,1.4,7%,1.7%,10%,22%,-0.7,62
CCOc1ccc(S(=O)(=O)Nc2ccccc2C(=O)Nc2ccccc2N2CCOCC2)cc1,-10%,i,16,-0.2%,i,4.9,3%,0.3%,8%,-18%,2.3,51
O=C(NCCCN1CCCC1=O)[C@H](CSCc1ccccc1)N1Cc2ccccc2C1=O,2%,i,22,-0.3%,i,0.3,-2%,0.2%,12%,23%,-0.7,55
Cc1sc2ncn(CC(=O)NCCCC(=O)Nc3ccc(C(C)C)cc3)c(=O)c2c1C,18%,i,28,-0.3%,i,0.7,-4%,-3.1%,-14%,11%,0.0,65
CC(C)NC(=O)C1CCN(Cc2cnn(-c3ccccc3)c2-n2cccc2)CC1,-23%,i,39,-0.1%,i,0.5,-7%,-0.7%,14%,7%,-1.1,37
COC(=O)c1scc(C)c1NS(=O)(=O)c1ccc(NC(C)=O)cc1,1%,i,2,0.0%,i,0.6,26%,-1.6%,22%,-2%,0.1,51
Cc1ccc(S(=O)(=O)N2CCC(N3CCC(C)CC3)CC2)cc1,-25%,i,38,0.0%,i,0.4,27%,-3.1%,8%,-31%,0.1,63
CC(C)c1nc2ccc(NC(=O)C3CCCCC3)cc2[nH]1,-32%,i,40,-0.3%,i,0.3,3%,-4.3%,-8%,11%,0.6,54

# Going on with the list.
SMILES,NOD1 NF-kB reporter,T cell modulator,T cell modulator vesicle-bound %,GPR55 activation,Myeloid diff 2,Myeloid diff 2 GFP+ MAC1+ %,KOR beta-arrestin-1,KOR beta-arrestin-2,GPR55 LPI antagonism,HEK293 NOD2/NF-kB,NTR1 agonist,NTR1 agonist cell count 20 µM
CCOc1ccc(CCNC(=O)CN2C(=O)NC(CCSC)C2=O)cc1OCC (stereo unspecified),-25%,i,55,-0.4%,+,1.2*,3%,-5.3%,6%,18%,1.0,49
CCn1cc(C(=O)NCCCN(C)C)c(=O)c2cc(F)c(N3CCN(C)CC3)cc21,-8%,i,67,0.0%,i,0.4,0%,-4.3%,-3%,1%,0.2,74
Cc1ccc(NC(=O)c2cc(-c3cccs3)nc3ccccc23)nc1,4%,i,42,-0.1%,i,0.4,2%,-1.5%,8%,23%,4.7,58
CCc1ccc2nc3c(c(C(=O)O)c2c1)CCC3,17%,i,28,-0.1%,i,0.5,26%,1.7%,10%,-4%,-0.2,85
COC(=O)c1cc2occc2n1Cc1cccc(C)c1,-19%,i,14,-0.6%,i,0.9,8%,-5.5%,17%,12%,1.1,86
C=CCNC(=S)NNC(=O)c1cc(O)ccc1O,-47%,i,24,0.1%,i,0.2,14%,-5.7%,-5%,6%,-1.2,29
COc1cc(/C=C2/NC(=O)NC2=O)cc(Br)c1OCc1ccccc1,-34%,i,10,-0.2%,i,0.1,-5%,-2.5%,7%,12%,4.0,39
O=C(NC1CCN(C(=O)NC2CCCCC2)CC1)c1cccc(F)c1,6%,i,26,-0.1%,i,2.1,-7%,-1.8%,-6%,-3%,1.4,56
O=C(NCC12CC3CC(C1)CC(CNC(=O)N1CCCC1)(C3)C2)N1CCCC1,-13%,i,12,0.0%,i,0.4,20%,0.8%,13%,8%,0.2,93
CCCCNC(=O)C1CCN(Cc2ccc(OCc3ccccc3)c(OC)c2)CC1,-49%,i,68,-0.2%,i,0.2,-15%[20 µM],-2.5%,-6%,-17%,0.5,62
Cc1ccc(C)c(NC(=S)NCc2ccccc2)c1,-1%,i,35,0.3%,i,0.8,-34%[20 µM],-3.3%,1%,8%,0.4,61
Cc1ccc([N+](=O)[O-])c2c1C(N1CC(C)OC(C)C1)C(C)(C)O2 (stereo unspecified),-22%,i,60,0.3%,i,1.4,12%,-1.8%,8%,14%,-0.2,79
Cc1c(O)c(CN(C)C)cc2c1oc(=O)c1ccccc12,1%,i,46,0.3%,i,0.6,2%,-0.4%,1%,4%,2.8,56
